PostGolgi ctrl – growth inhibition of yeast control strain, primary screen, counter-screen for post-Golgi transport modulator project; efflux-deficient yeast background strain, growth absorbance A615, 16 h; inhibition, % at 10 µM; 98,000 compounds, 5% hits
E coli WT exp – growth inhibitors of wild-type E. coli, primary screen, strain BW25113, expanded library, OD600; AID 710, 2007; 98,000 compounds, 0.15% hits; OD600 absorbance; growth inhibition, % at 100 µM;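 active = growth inhibition above about 50% at one test dose, limit read from the data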;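 also: growth measured after 20 h incubation at 37 °C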
H69AR inhibit – proliferation blockers of H69AR lung cancer cells, primary screen, cell-based, human, 86K library; H69AR lung tumor viability, ATP luminescence, 72 h; hits give low values; viability, % at 10 µM; 85,000 compounds, 6% hits; AID 598, 2007;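 active = viability at or below 40%; inactive = viability above 40%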;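 also: multidrug resistant small cell line overexpressing MRP-1 efflux transporter; 100% = mean luminescence of untreated control wells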
HUVEC inhibit – inhibitors of HUVEC proliferation, primary screen, cell-based, 384-well | viability, % at 10 µM (by protocol) | 86,000 compounds, 1.1% hits | CellTiter-Glo luminescence, 72 h; hits give low values;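 active = viability at or below 30%; inactive = viability above 30%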;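 also: 100% = median luminescence of DMSO-only cell control wells on each plate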
PostGolgi yeast – phenotypic screen on post-Golgi transport, primary screen. 98,000 compounds, 0.9% hits. post-Golgi transport phenotypic cell assay. inhibition, % at 10 µM;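 also: yeast cells grown in 1536-well plates; yeast grown about 18 h at 30C before absorbance read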
Fibroblast inh – antiproliferative effect on LL 47 fibroblasts – human, LL 47 cells, CellTiter-Glo luminescence, primary screen | viability, % at 10 µM | 85,000 compounds, 1.1% hits | LL 47 human lung fibroblast viability, ATP luminescence; hits give low values;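 active = viability at or below 50% in the single dose screen; inactive = viability above 50%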;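 also: compound exposure lasted 72 h before the ATP readout; 100% = median luminescence of untreated cell-only wells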
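Times – overnight cell rest, 72 h compound treatment at 37 °C · Test system – human lung fibroblast line LL 47, low passage · Amount – 1,150 cells in each well · Controls – cell-only wells, no compound · Doses – 0.1% DMSO in all compound wells · Measured by – CellTiter-Glo luminescence · Buffer or medium – IMEM plus 15% FBS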
hDAT+cocaine – changed hDAT dopamine uptake under cocaine IC80, either direction, primary screen, cocaine antagonist project, cell-based, LLC-PK1 hDAT, [14C]-dopamine uptake, MLSMR. B-score at 10 µM. LLC-PK1 hDAT cells, [14C]-dopamine uptake with cocaine IC80; actives deviate in either direction. 110,000 compounds, 1.3% hits. AID 449768, 2010. Sodium-dependent dopamine transporter (Homo sapiens), Q01959;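 active = Z score or B-score, a plate-position-corrected score, falls beyond the plate's 99.7% confidence bounds, in either direction; inactive = both scores lie inside the 99.7% bounds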;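 also: scored against the spread of the other compound wells on the same plate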
Target sequence (Q01959 whole entry, looked up): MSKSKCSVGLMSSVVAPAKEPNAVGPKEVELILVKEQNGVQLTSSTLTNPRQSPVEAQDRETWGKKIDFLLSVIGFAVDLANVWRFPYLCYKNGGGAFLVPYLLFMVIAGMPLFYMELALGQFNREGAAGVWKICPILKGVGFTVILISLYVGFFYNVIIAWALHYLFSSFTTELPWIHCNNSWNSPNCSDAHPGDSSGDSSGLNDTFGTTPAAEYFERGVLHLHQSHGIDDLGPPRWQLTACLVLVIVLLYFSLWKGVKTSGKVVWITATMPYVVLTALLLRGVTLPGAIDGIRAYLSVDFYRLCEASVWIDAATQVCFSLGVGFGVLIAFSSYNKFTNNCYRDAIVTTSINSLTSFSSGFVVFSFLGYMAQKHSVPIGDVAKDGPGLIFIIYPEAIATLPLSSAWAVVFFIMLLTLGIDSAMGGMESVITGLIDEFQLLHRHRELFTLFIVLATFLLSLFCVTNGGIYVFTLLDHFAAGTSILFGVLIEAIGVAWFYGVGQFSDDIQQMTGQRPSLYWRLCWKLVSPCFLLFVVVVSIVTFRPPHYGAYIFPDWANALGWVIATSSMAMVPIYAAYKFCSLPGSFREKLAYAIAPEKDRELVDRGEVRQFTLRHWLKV
S1P2 blocker – human S1P2 receptor antagonists, primary screen, cell-based; 97,000 compounds, 0.21% hits; AID 736, 2007; cell-based S1P2 antagonist assay, inhibition at 5 uM; Sphingosine 1-phosphate receptor 2 (Homo sapiens), O95136; inhibition, % at 5 µM; in the data active = inhibition above about 45%;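 also: CRE beta-lactamase reporter cells expressing human S1P2 stimulated with S1P; 0% = agonist at EC80 alone and 100% = agonist plus reference antagonist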
Target sequence (O95136 whole entry, looked up): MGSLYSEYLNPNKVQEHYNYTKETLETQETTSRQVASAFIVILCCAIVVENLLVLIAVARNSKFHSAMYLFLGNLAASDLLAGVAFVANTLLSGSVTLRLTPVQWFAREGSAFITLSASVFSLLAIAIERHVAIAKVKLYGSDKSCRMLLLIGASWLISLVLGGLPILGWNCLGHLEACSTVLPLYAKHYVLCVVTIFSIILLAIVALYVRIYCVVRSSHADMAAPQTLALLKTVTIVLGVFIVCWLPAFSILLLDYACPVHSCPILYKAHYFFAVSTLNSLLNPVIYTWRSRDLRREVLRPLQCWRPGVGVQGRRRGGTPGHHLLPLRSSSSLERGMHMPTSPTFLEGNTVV
S1P2 ag – S1P2 receptor agonists, primary screen, cell-based; 97,000 compounds, 0.46% hits; activation, % at 4.5 µM; S1P2-expressing cell line, agonist reporter read-out; in the data active = activation above about 16%;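 also: 0% = vehicle low control and 100% = maximal reference agonist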
An asterisk follows results filed as active; x = not tested or not shown. Rule as the data show it, unless noted: active = inhibition above about 30%; inactive = the rest. No enrichment for hits, and some 11% of all compounds hit somewhere here.

SMILES	PostGolgi ctrl	E coli WT exp	H69AR inhibit	HUVEC inhibit	PostGolgi yeast	Fibroblast inh	hDAT+cocaine	S1P2 blocker	S1P2 ag
CCn1c2ccccc2c2cc(/C=N/n3cnnc3)ccc21	42*	-6	74	109	10	80	0.0085	-12	-5
C=CCS(=O)(=O)c1nc2ccccc2s1	6	10	1.1*	81	3	77	0.16	28	-10
CC(C)Sc1nnc(NC(=O)C2CC2)s1	x	x	115	102	x	99	-0.91	x	x
Cc1ccc(CSc2nnc(C(F)(F)F)n2Cc2ccc(F)cc2)cc1	18	-1	x	x	-16	x	0.24	-20	-5
N#Cc1cc2ccc(N3CCOCC3)cc2cc1C#N	15	-5	81	75	7	79	-0.63	4	-2
CNc1nc(OCC(F)(F)F)nc(N2CCN(C34CC5CC(CC(C5)C3)C4)CC2)n1	x	x	90	95	x	94	x	-18	-2
O=C(NCCOc1nc(N2CCOCC2)nc(N2CCOCC2)n1)Nc1ccc(Cl)cc1	-2	0	100	88	-3	94	0.0018	-13	-1
COc1ccc(C(=O)Nc2ccc3c(c2)OCCO3)cc1	x	x	90	79	x	95	-1.3	10	2
CCc1c(C)c2nncn2[nH]c1=O	4	-5	84	105	3	98	0.6	1	-2
Cc1cc(C)nc(SCC(=O)c2ccc([N+](=O)[O-])cc2)n1	0	4	x	x	-1	x	-0.67	10	-4
COc1ccccc1C1CC(=O)NC(C)=C1C(=O)OCC(C)C (configuration not stated)	4	4	75	102	5	104	0.14	-17	0
Cc1c(CN(C)C)c2c(n1C)C(=O)c1ccc(Br)cc1-2	13	6	66	78	10	77	-1.2	-37	0

Quoted from the listing:
Entry for COc1ccc(C(=O)Nc2ccc3c(c2)OCCO3)cc1 in S1P2 blocker: 10
Entry for COc1ccccc1C1CC(=O)NC(C)=C1C(=O)OCC(C)C (configuration not stated) in PostGolgi yeast: 5
Entry for Cc1c(CN(C)C)c2c(n1C)C(=O)c1ccc(Br)cc1-2 in H69AR inhibit: 66
Entry for Cc1ccc(CSc2nnc(C(F)(F)F)n2Cc2ccc(F)cc2)cc1 in E coli WT exp: -1

(more compounds)
SMILES	PostGolgi ctrl	E coli WT exp	H69AR inhibit	HUVEC inhibit	PostGolgi yeast	Fibroblast inh	hDAT+cocaine	S1P2 blocker	S1P2 ag
CCOC(=O)Cc1csc(NC(=O)CSc2nnc(Cc3csc(N)n3)n2C)n1	14	-2	101	94	2	100	-0.33	4	-1
O=C(CCn1[nH]c(=O)c2ccccc2c1=O)NCCO	8	2	91	97	-9	95	-0.89	-14	-7
O=C(CSc1nnc(Cc2ccccc2)o1)NCCN1C(=O)CSC1=O	-6	1	94	96	4	105	1.3	7	-3
CC(=O)c1cccc(N(CC(=O)Nc2ccc(F)cc2F)S(C)(=O)=O)c1	0	8	112	101	25	101	0.66	0	-2
O=C(Oc1cccc2ccccc12)c1ccncc1	x	x	53	72	x	91	0.56	-10	-4
COc1cccc(C(=O)N(Cc2cc3cc(C)ccc3[nH]c2=O)C(C)C)c1	3	-5	91	97	0	97	-0.35	27	-3
COC(=O)[C@H](CC(C)C)NC(=O)N1CCN(c2cccc(C(F)(F)F)c2)CC1	0	14	90	101	2	104	0.23	-5	-3
c1ccc2c(SCc3cn4cccnc4n3)ncnc2c1	-1	6	84	92	5	96	0.82	2	-6
CC(=O)c1cccc(NC(=O)CCNS(=O)(=O)c2cccc(C(C)=O)c2)c1	-1	2	94	117	2	94	-0.71	-23	-5
C=CCn1c(COc2cccc3ccc(C)nc23)nnc1SCC(=O)O	-2	-6	95	108	-4	96	0.23	-2	1
O=C(CN1C(=O)CC(c2ccco2)Sc2ccccc21)NCc1ccc2c(c1)OCO2 (configuration not stated)	8	-9	x	x	7	x	x	13	-8
CSCCC1NC2(C(=O)Nc3c(C)cc(Cl)cc32)[C@@H]2C(=O)N(C3CCCC3)C(=O)[C@H]12 (some centres not stated)	2	2	77	75	-11	95	0.44	-13	0
Cc1cccc(CSc2nncc(=O)[nH]2)c1	13	-5	101	103	-5	97	-0.93	10	-5
CCOC(=O)c1ccc(N2C(=O)c3n[nH]c(C)c3C2c2ccco2)cc1 (configuration not stated)	19	11	97	82	-5	90	2	6	-5
CCCNC(=O)c1ccc(N(Cc2ccccc2)S(C)(=O)=O)cc1	4	-5	95	87	-5	105	-0.063	-10	-4
COc1cc(OC)cc(C(=O)NCCCN2CCOCC2)c1	x	x	97	92	x	96	-0.15	-11	-2
Cn1nc(CC(=O)Nc2cccc3ncccc23)c2ccccc2c1=O	15	-4	96	89	5	104	-0.12	24	-5
COc1ccnc(NCc2cccc(C(F)(F)F)c2)c1C#N	-1	-11	x	x	11	x	-0.98	-11	-3
O=C(CN1CCN(Cc2ccccc2)C1=O)NCc1ccc(Cl)cc1	-11	2	106	94	24	97	0.77	0	-6
O=C(CCn1c(=O)c2sccc2n(CC(=O)OCc2ccccc2)c1=O)NCc1ccccc1	-3	-2	74	82	9	98	-0.0093	-11	-5
Cc1cc(NC(=O)c2ccoc2C)no1	x	x	71	83	x	91	0.22	10	0
CCCN1C(=O)c2cc(C(=O)NCCc3cccc(C)c3)ccc2C1O (configuration not stated)	6	6	131	100	-2	96	-0.65	-4	-2
c1ccc(-c2ccc(-c3nc(-c4cccnc4)no3)cc2)cc1	-8	-9	95	122	2	99	-0.63	x	x
CCOc1cc(S(=O)(=O)N2CCC(C(N)=O)CC2)ccc1F	-4	3	96	99	0	96	-0.051	-21	0
O=C(c1cc(-c2ccncc2)nc2ccc(Cl)cc12)N1CCN(C(=O)C2CCCO2)CC1 (configuration not stated)	-1	-1	75	71	1	87	-0.39	8	-4
CSCC[C@H](NC(=O)NCCc1ccc(F)cc1)C(=O)O	5	1	98	92	-3	103	0.29	21	-3
C=CCNc1ccc(F)c(F)c1N1CCCCCC1=O	7	3	102	95	6	100	0.19	5	-2
CC(C)(C)NC(=O)C(c1ccncc1)N(Cc1cccs1)C(=O)Cn1nnc(-c2ccc(F)cc2)n1 (configuration not stated)	x	x	40	78	x	82	1.8	-10	0
CCOC(=O)Cn1c(CN2CCc3ccccc3C2)nc2c1c(=O)n(C)c(=O)n2C	10	-3	94	94	4	103	0.55	x	x
CCOc1cc(CNCc2ccncc2)cc(Br)c1OCc1ccc(F)cc1	25	1	x	x	16	x	0.86	-2	-3
CCOC(=O)c1ccc(N=c2sc(C(=O)OC)cc(=O)n2C2CC2)cc1	33*	4	34*	49	5	94	-0.6	28	-6
CN(C)S(=O)(=O)c1ccc(C(=O)NCc2ccccc2)cc1	3	1	91	92	-10	103	-0.033	19	-13
O=C(O)CSC1CC(=O)N(c2cccc(Cl)c2)C1=O (configuration not stated)	x	x	99	103	x	107	-0.016	x	x
O=C(c1ccco1)N1CCN(C(=O)N2CCOCC2)CC1	7	-4	x	x	4	x	0.61	4	0
CCOc1ccccc1NC(=O)NC1CC2CCCC(C1)N2Cc1nnnn1CCc1ccccc1 (configuration not stated)	8	-9	85	82	7	94	0.029	x	x
O=C(NCCc1ccccc1)C(=O)NC1CCCCC1	-6	0	91	94	-2	102	0.015	6	-1
Cc1cc(C)cc(CC2CC(=O)N(c3ccc(Cl)cn3)C2=O)c1 (configuration not stated)	6	4	98	93	-6	94	0.73	0	-1
O=C(N1CCCCCC1)N1CCN(S(=O)(=O)c2ccccc2)CC1	6	-9	100	109	1	104	-0.12	-5	-4
COC(=O)C(O)(NC(=O)OCc1ccccc1)C(F)(F)F (configuration not stated)	-7	0	108	96	-14	89	-1.7	x	x
O=C(NC1CCSC1=O)c1ccc(Cl)cc1 (configuration not stated)	6	2	91	90	-12	96	0.022	-20	-1
Cc1ccc(CN2CCCNC2=O)cc1	9	5	91	92	-3	97	0.27	9	-4
Cc1ccc(N2CC(C(=O)Nc3nccs3)CC2=O)cc1Cl (configuration not stated)	7	3	87	17*	-2	29*	-0.00024	2	-2
COc1ccccc1CNC(=O)CN1CCC(NC(=O)c2ccccc2F)CC1	-2	-1	88	92	-2	93	1.5	3	-3
COc1ccc(-n2c(=O)c3ccccc3n(CC(=O)NC3CCCCC3)c2=O)c(OC)c1	7	2	102	86	-1	100	0.25	14	-2
Cc1ccc(NC(=O)C2CCC(=O)N2)cc1C (configuration not stated)	x	x	92	92	x	99	-0.7	4	-7
Cc1c(N=Cc2ccc[nH]2)c(=O)n(-c2ccccc2)n1C	23	-4	98	99	8	89	-0.37	4	-7
C=CCc1ccc(OCCn2cccc2C=O)c(OC)c1	13	8	x	x	-8	x	0.23	6	0
CC(C)C(=O)Nc1ccc(NC(=O)c2ccccn2)cn1	x	x	81	88	x	103	-1.5	-5	-3

Reprinted from the part before: 4 entries, then new ones.
SMILES	PostGolgi ctrl	E coli WT exp	H69AR inhibit	HUVEC inhibit	PostGolgi yeast	Fibroblast inh	hDAT+cocaine	S1P2 blocker	S1P2 ag
Cc1ccc(NC(=O)C2CCC(=O)N2)cc1C (configuration not stated)	x	x	92	92	x	99	-0.7	4	-7
Cc1c(N=Cc2ccc[nH]2)c(=O)n(-c2ccccc2)n1C	23	-4	98	99	8	89	-0.37	4	-7
C=CCc1ccc(OCCn2cccc2C=O)c(OC)c1	13	8	x	x	-8	x	0.23	6	0
CC(C)C(=O)Nc1ccc(NC(=O)c2ccccn2)cn1	x	x	81	88	x	103	-1.5	-5	-3
CCOc1cc(S(=O)(=O)NCc2ccccc2)c(OCC)cc1-n1cnnn1	x	x	66	87	x	92	0.24	13	-5
CCC(=O)N1CCc2cc(S(=O)(=O)NCCC(=O)NC3CCCc4ccccc43)ccc21 (configuration not stated)	-17	2	70	103	6	94	0.026	4	-8
Cc1ccc(-n2ncc(C#N)c2/N=C/N2CCN(C)CC2)cc1	1	0	85	87	-9	95	0.23	-33	-1
COc1ccccc1NC(=O)C1CCN(c2ncccn2)CC1	5	-7	92	101	8	103	0.94	22	-1
Cc1ccc(C)c(S(=O)(=O)Nc2ccc(O)cc2)c1	10	10	100	110	-6	103	0.025	12	-2
COc1ccccc1C(=O)Oc1ccc(C(C)(C)C)cc1	13	7	98	99	-8	107	1.8	-4	-8
CC(=O)c1c(C)[nH]c(C(=O)Nc2cc(C)cc(C)c2)c1C	14	-7	85	102	-4	109	-0.77	1	-5
S=c1[nH]nc(Cc2c[nH]c3ccccc23)o1	12	-18	95	90	-2	101	-0.66	8	-1
COc1ccccc1NC(=S)N1C2CCC1CC(NC(=O)NC13CC4CC(CC(C4)C1)C3)C2 (configuration not stated)	-9	1	x	x	6	x	0.41	5	-3
Cc1cc(C)cc(N(CC(=O)NCCSc2ccccn2)S(=O)(=O)c2ccccc2)c1	31*	-20	x	x	-3	x	0.81	-27	-5
CC1CCCCC1NC(=O)CCn1c(=O)oc2ccccc21 (configuration not stated)	x	x	93	89	x	93	-0.6	-12	-4
CC(Sc1ccc2c(c1)OCCO2)C(=O)Nc1ccc2c(c1)OCO2 (configuration not stated)	10	-4	91	112	-8	108	x	1	-6
O=C1NCCc2cc3c(cc21)OCO3	x	x	89	97	x	97	0.071	-9	-1
CCC1=NN=C(c2ccc(F)cc2)C(c2c[nH]c3ccccc23)N1O (configuration not stated)	x	x	100	96	x	88	-0.0011	-10	-4
COc1ccc(Nc2ccnc3ccccc23)cc1	2	34	68	65	-45	88	1.5	28	-6
Cc1ccc2nsnc2c1NS(=O)(=O)c1c(C)ccc2nsnc12	7	2	75	95	12	105	-0.29	12	-5
CCOC(=O)c1cccc(NS(=O)(=O)c2cnc[nH]2)c1	1	5	95	93	-3	100	0.15	x	x
O=S(=O)(c1ccccc1)c1nc(-c2ccco2)oc1N1CCCCCC1	42*	-10	92	105	-8	90	-0.068	-22	-2

Compound activity: PubChem, several laboratories
